Screens deposited in PubChem by several laboratories.
Arr AP2 block – inhibitors of human beta-arrestin and AP2 interaction | FITC-arrestin peptide / GST-AP2 beads, flow cytometry; AP2 beta2 appendage carries R879A mutation | inhibition, % at 10 µM | hit rate 0.31% among 340,000;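 active means inhibition above a set limit, near 3 SD of compounds lacking own fluorescence, cut at about 54% in these data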;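 further: plate controls were DMSO wells for no effect and 5 µM unlabelled arrestin peptide for full effect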
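Assay system: GST-AP2 R879A bound to glutathione beads, E. coli-expressed; Medium: PBS with 0.05% Tween 20 and 0.1% BSA; Also added: fluorescein-tagged arrestin peptide at 50 nM final; Timing: 12 min plus 1 h, RT; Measured by: flow cytometry, FL1 (488/535 nm); Evaluation: percent drop in bead-associated FITC signal.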
Pemphigus Ab inh – inhibitors of pemphigus antibody binding to human desmoglein-3. P32926. hit rate 0.48% among 310,000. DSG3-coupled beads, scFv-anti-DSG3-GFP binding, flow cytometry; active compounds read low. binding (percent of control), % at 10 µM;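 active means binding more than 3 SD below its plate's average and above zero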;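 further: hits lower antibody fragment binding to DSG3; some compounds called inactive have numbers as strong as hits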
PKA-R2B act – activates the human PKA-R2B holoenzyme complex | P22694+P31323 | PKA-R2B holoenzyme dissociation, Cy5-IP20 fluorescence polarization; R2B truncated from residue 108, S112A mutant; 0% DMSO only, 100% 113 µM cGMP | activation, % at 11.4 µM | hit rate 0.079% among 340,000;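 active means activation above a cutoff set at the mean over all compounds plus 3 SD, cut at about 18% in these data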;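 further: higher means more holoenzyme dissociation and a rise in polarization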
Target sequence (P31323 whole entry, looked up, other chains not shown, the tested form may be a part): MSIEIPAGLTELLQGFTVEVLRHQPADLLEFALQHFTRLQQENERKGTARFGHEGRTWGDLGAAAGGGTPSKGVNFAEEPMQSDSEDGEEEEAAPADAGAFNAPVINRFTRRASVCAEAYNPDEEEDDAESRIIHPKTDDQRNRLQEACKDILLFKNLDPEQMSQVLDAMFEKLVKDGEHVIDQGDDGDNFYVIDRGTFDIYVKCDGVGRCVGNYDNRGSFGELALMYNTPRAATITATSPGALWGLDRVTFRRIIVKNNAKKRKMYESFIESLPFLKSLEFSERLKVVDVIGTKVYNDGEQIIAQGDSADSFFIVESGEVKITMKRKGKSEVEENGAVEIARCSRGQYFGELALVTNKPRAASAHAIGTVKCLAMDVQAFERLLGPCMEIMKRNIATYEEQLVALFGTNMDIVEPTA
PKA-R1A act – activators of PKA-R1A complex. P00514+P68181. PKA-R1A dissociation, Cy5-IP20 fluorescence polarization; scaled: DMSO 0%, 113 µM cGMP 100%. activation, % at 11.4 µM. hit rate 0.083% among 340,000;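 active means percent activation above the mean of all tested compounds plus 3 SD, cut at about 19% in these data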;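 further: higher means more PKAc released from R1A so a rise in polarization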
MOR-DOR inv ag – mu-delta opioid heterodimer inverse agonism | P35372+P41143 | cell-based MOR-DOR heterodimer luminescence | inhibition, % at 9.3 µM | hit rate 0.21% among 340,000 | AID 504357; in the data active means inhibition above about 22%, passing the limit was not always enough;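 further: 0% = cells with DMSO and 100% = wells without cells with DMSO; values of inactives mirror those of a sister screen read the other way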
V-ATPase pHluor – yeast V-ATPase proton transport regulation by pHLuorin; S. cerevisiae, pHLuorin cytosolic pH fluorescence; response, % at 10 µM; hit rate 0.37% among 350,000; in the data active means response mostly above about 7.3%, no sharp cut-off; inactive means mostly below about 5.4%; further: actives read high; inactives centre near 0; some compounds called inactive have numbers as strong as hits; reference of the scale not given here
MOR-DOR ag – OPRM1-OPRD1 heterodimerization agonism | hit rate 0.3% among 340,000 | cells, luminescence | AID 504326 | activation, % at 9.3 µM | P35372+P41143; in the data active means activation above about 18%;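 further: 0% = vehicle-treated cells and 100% = reference agonist; values of inactives mirror those of a sister screen read the other way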
DAGLB inhibitor – blocks human DAGLB lipase activity | HEK293T DAGLB membrane lysate, EnzChek fluorogenic substrate | inhibition, % at 5.17 µM | hit rate 0.059% among 340,000 | AID 504411; in the data active means inhibition above about 34%;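 further: 0% = enzyme with vehicle and 100% = wells lacking enzyme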
Target sequence (Q8NCG7 whole entry, looked up): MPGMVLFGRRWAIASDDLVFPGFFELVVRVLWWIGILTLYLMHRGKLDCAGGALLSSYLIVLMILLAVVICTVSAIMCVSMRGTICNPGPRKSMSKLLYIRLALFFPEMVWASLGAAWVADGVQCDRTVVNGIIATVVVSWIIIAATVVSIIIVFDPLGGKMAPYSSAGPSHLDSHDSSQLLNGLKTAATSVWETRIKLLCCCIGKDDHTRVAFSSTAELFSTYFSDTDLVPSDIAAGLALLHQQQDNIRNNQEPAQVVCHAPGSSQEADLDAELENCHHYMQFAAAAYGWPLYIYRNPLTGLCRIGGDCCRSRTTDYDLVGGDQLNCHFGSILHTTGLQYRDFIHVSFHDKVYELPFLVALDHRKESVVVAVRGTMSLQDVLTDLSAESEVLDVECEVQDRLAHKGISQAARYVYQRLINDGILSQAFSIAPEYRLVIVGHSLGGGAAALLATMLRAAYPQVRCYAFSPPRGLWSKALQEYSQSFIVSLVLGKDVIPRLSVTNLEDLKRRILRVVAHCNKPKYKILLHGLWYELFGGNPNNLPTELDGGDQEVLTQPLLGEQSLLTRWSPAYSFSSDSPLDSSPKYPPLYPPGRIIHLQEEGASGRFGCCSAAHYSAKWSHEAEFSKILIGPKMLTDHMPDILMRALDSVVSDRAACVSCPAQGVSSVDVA
HTR5A inv ctr – counter-screen for OPRM1-OPRD1 inverse agonists: human HTR5A inverse agonism; HTR5A cell line, luminescence; inhibition, % at 9.3 µM; hit rate 0.083% among 340,000; AID 504634; in the data active means inhibition mostly above about 23%, no sharp cut-off; inactive means mostly below about 18%;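 further: 0% = cells with DMSO and 100% = no-cell wells with DMSO; some compounds called inactive have numbers as strong as hits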
HTR5A ag – HTR5A agonism, opioid heterodimer counter-screen; hit rate 0.61% among 340,000; P47898; AID 504692; HTR5A agonist assay, luminescence, cell-based; activation, % at 9.3 µM; in the data active means activation mostly above about 9.5%, no sharp cut-off; inactive means mostly below about 7.6%;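 further: 0% = cells with vehicle only and 100% = reference agonist; strong numbers were not always called active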
* = called active by the depositor; · = not tested or not shown.

SMILES | Arr AP2 block | Pemphigus Ab inh | PKA-R2B act | PKA-R1A act | MOR-DOR inv ag | V-ATPase pHluor | MOR-DOR ag | DAGLB inhibitor | HTR5A inv ctr | HTR5A ag
COc1ccc(S(=O)(=O)N2CCCC(C(=O)NCCN3CCOCC3)C2)cc1C (stereo not drawn) | 24.0 | 114.0 | -9.6 | 1.1 | -4.9 | 7.3 | 0.6 | -0.3 | -18.3 | 6.2
Cc1ccc(C(=O)NC(NCC2CCCO2)C(Cl)(Cl)Cl)cc1 (stereo not drawn) | 3.3 | 96.7 | 0.7 | 4.7 | 1.3 | 7.2 | -0.2 | -0.6 | -57.4 | 1.3
Cc1ccc(S(=O)(=O)NCCSc2ccccc2)cc1[N+](=O)[O-] | 11.0 | 103.7 | -9.2 | 8.2 | -24.5 | 0.6 | 5.5 | -5.3 | -28.4 | 1.9
CCn1nnc2cc(C(=O)N3CCC(C(=O)OC)CC3)ccc21 | 6.3 | 114.2 | -0.2 | -7.1 | 9.3 | -2.2 | -1.8 | -2.3 | 0.5 | -0.1
Cn1c2c(c(=O)n(C)c1=O)CN(Cc1ccc3c(c1)OCO3)CN2 | 12.6 | · | 11.4 | 14.2 | 6.5 | 13.5 | -1.5 | -1.9 | -17.6 | 5.8
O=c1c2cccnc2nc2n1CCCCC2 | 14.8 | 99.9 | -6.5 | 1.2 | 4.0 | -0.1 | -0.8 | -2.5 | -7.5 | 2.7
COc1cccc(CNS(=O)(=O)c2c(C(=O)N3CCCC3)c(C)n(C)c2C)c1 | 10.6 | 109.2 | -0.8 | 1.7 | 13.5 | -0.1 | -2.6 | 1.8 | -3.9 | 4.1
O=C(COC(=O)c1ccc(F)c(S(=O)(=O)N2CCOCC2)c1)NCc1ccc(F)cc1 | 34.6 | · | -7.3 | -13.9 | 10.0 | -0.4 | -2.0 | -1.6 | 6.3 | -1.6
COc1cc(/C(C)=N/NC(=O)Cc2c(C)[nH][nH]c2=O)ccc1O | 10.4 | 100.1 | -13.5 | -1.0 | 9.8 | -0.3 | -2.2 | 0.7 | -18.1 | 1.8
Cc1ccc2oc(C(=O)N(Cc3ccc(N(C)C)cc3)C3CCS(=O)(=O)C3)c(C)c2c1 (stereo not drawn) | 6.9 | 101.7 | -12.8 | 6.5 | -9.8 | 2.6 | 1.4 | -0.2 | -7.4 | -1.6
Cc1nc(CSc2n[nH]c(=O)n2-c2ccccc2)cs1 | 1.5 | 111.8 | 8.7 | 1.5 | 8.3 | -1.8 | -1.6 | -1.1 | 7.2 | 1.5
COc1ccc(NC(=O)CSc2nnc(-c3cccs3)n2Cc2ccco2)cc1OC | 6.7 | 98.9 | -5.2 | -14.2 | 13.6 | -1.7 | -2.6 | -1.7 | -11.1 | 3.4
Cc1ccccc1NC(=O)c1ccccc1NC(=O)c1cccs1 | -7.2 | 108.1 | -0.9 | -2.7 | -4.1 | 0.7 | 0.8 | -5.3 | -2.8 | 1.0
O=C(N/N=C/c1cccc([N+](=O)[O-])c1)c1ccc2c(c1)OCCO2 | 0.9 | · | -5.4 | 0.0 | 3.4 | -3.1 | -0.6 | -5.2 | -18.8 | 5.9
CC1(C)CC(=O)C(C(=S)Nc2ccccc2)=C(NCCN2CCOCC2)C1 | -1.8 | 99.7 | -3.4 | -4.2 | 17.9 | -0.1 | -3.6 | 0.2 | 16.7 | 0.1
Cc1cc(N2CCN(c3nnnn3-c3ccccc3)CC2)n2ncnc2n1 | -5.5 | 91.8 | -4.1 | -1.8 | 0.3 | 5.0 | -0.1 | -0.7 | 0.9 | -3.6
COc1ccc(-c2nc(CS(=O)CC(=O)NCc3ccco3)c(C)o2)cc1 (stereo not drawn) | 2.6 | 108.1 | 7.2 | 6.2 | 7.9 | -3.9 | -1.4 | -0.1 | -10.4 | -0.7
COc1ccc(C2=NN(C(=O)CSc3cn(C)c4ccccc34)C(c3ccc(OC)cc3)C2)cc1 (stereo not drawn) | -7.0 | 95.5 | 1.5 | -19.6 | -16.0 | -1.8 | 2.7 | -3.3 | -4.2 | 1.4
O=C(CN1C(=O)NC2(CCCC2)C1=O)Nc1ccccc1C(F)(F)F | 6.5 | 92.3 | 9.8 | -0.4 | 3.1 | -0.9 | -0.5 | -0.7 | -0.1 | 0.1
NC(=O)NC(=O)CSc1ccccc1 | -18.9 | 110.9 | -12.0 | -2.3 | 2.9 | -2.5 | -0.6 | -0.2 | 7.2 | -2.9
CCOc1cccc2c1OC1(C)CC2NC(=O)N1c1cccc(C(=O)N2CCN(c3ccccn3)CC2)c1 (stereo not drawn) | -12.6 | 102.2 | 0.8 | 7.0 | 14.1 | 2.9 | -2.7 | 2.2 | 11.1 | 1.7
C[C@]12c3[nH]c4cc(-c5ccco5)ccc4c3CCN1C(=O)[C@@H](CC(=O)NCC13CC4CC(CC(C4)C1)C3)C[C@@H]2C(=O)N1CCCCC1 | 7.8 | 101.5 | -1.2 | -2.3 | 8.1 | 0.3 | -1.6 | 3.3 | 0.7 | -0.2
CNC(=S)NCCC(c1ccccc1)c1ccccc1 | 6.2 | 102.8 | -10.0 | -4.2 | 17.0 | -0.9 | -3.5 | 0.0 | 12.2 | -5.1
Cc1cccc(OCCC(=O)Nc2c(C)n(C)n(-c3ccccc3)c2=O)c1 | 2.6 | 106.1 | 11.8 | -0.9 | 5.3 | -3.6 | -0.9 | -1.2 | -10.0 | 4.9
CC(C)(C)C(=O)OC/C(N)=N/OC(=O)c1ccc(Cl)c(Cl)c1 | -6.0 | 107.3 | -8.8 | -8.6 | 2.1 | 0.3 | -0.4 | -1.7 | 14.2 | -0.1
Cc1cc(=O)n2c(-c3ccccc3C)n[nH]c2n1 | 9.2 | 98.6 | 8.1 | 3.3 | 11.2 | -2.5 | -2.3 | 0.1 | -22.6 | 9.3
C=CCn1c(SCC(=O)NCC2CCCO2)nc2scc(-c3ccco3)c2c1=O (stereo not drawn) | 7.8 | 103.8 | 0.0 | -7.9 | 7.5 | 2.3 | -1.4 | 2.0 | -1.4 | 4.2
CCCOc1ccc(-c2nc(C#N)c(N3CCc4ccccc4C3)o2)cc1 | 5.7 | 93.0 | -5.9 | -11.0 | 7.8 | -4.1 | -1.5 | 0.8 | 2.7 | 1.7
CCN(C(=O)CSc1nnc(-c2c[nH]c3ccccc23)n1C1CC1)C1CCS(=O)(=O)C1 (stereo not drawn) | -3.9 | · | 2.3 | -16.9 | 19.2 | -5.8 | -4.8 | 1.4 | 6.5 | -2.5
CC(=O)c1ccc(OCC(=O)N2CCN(S(=O)(=O)c3ccc(C)cc3C)CC2)cc1 | -0.2 | 92.5 | 1.0 | -2.6 | -6.7 | -2.9 | 1.3 | 2.1 | -18.7 | 1.1
O=C(NCc1ccco1)C(=O)NCC(c1ccco1)N1CCOCC1 (stereo not drawn) | 6.4 | 102.2 | -0.7 | -1.0 | -1.2 | 18.5* | 0.2 | -4.5 | -2.8 | -3.8
CCOc1ccc(S(=O)(=O)N2CCN(Cc3ccc4c(c3)OCO4)CC2)cc1OCC | 17.0 | 112.7 | -10.4 | -1.6 | 4.8 | -3.2 | -0.9 | -4.4 | 18.7 | -1.0
CC(=O)OCCCCON1C(=O)c2ccccc2C1=O | 3.0 | 126.1 | -9.0 | 8.1 | -6.9 | -0.7 | 1.2 | 2.1 | -19.1 | 9.8
O=C(NCc1ccc(F)cc1)c1cc2ccccc2o1 | -14.7 | · | -0.6 | 2.1 | 2.4 | -5.0 | -0.4 | -1.1 | -3.2 | -1.6
O=C(OC(C(=O)NCc1ccco1)C(OC(=O)c1ccccc1)C(=O)NCc1ccco1)c1ccccc1 (stereo not drawn) | 23.7 | 98.7 | -5.3 | 2.5 | 18.0 | -1.8 | -3.4 | -0.6 | -21.2 | 8.4
COc1ccccc1-c1nnc(NC(=O)c2ccc(S(=O)(=O)N(C)C)cc2)o1 | 25.1 | 98.7 | -5.0 | -6.4 | 4.9 | -4.7 | -0.9 | 2.8 | -11.3 | -2.9
O=C(COC(=O)c1cccc(C(F)(F)F)c1)NC(=O)NC1CCCC1 | -7.7 | · | 2.3 | 3.2 | -25.2 | -3.4 | 6.3 | -0.6 | -7.0 | 2.8
O=C(CCC1CCCC1)N[C@@H](Cc1ccc(O)cc1)C(=O)O | -6.3 | 96.1 | 4.2 | 4.9 | 20.8 | -3.1 | -3.6 | 5.0 | -4.1 | 1.4
CN(C(=O)c1cccc(NC(=O)Cc2ccc(NC(=O)C3CCN(C(=O)C4CC4)CC3)cc2)c1)C1CCCC1 | 12.1 | 105.5 | 12.9 | 8.4 | 5.6 | -3.3 | -1.2 | -0.4 | -3.8 | 1.0
O=C1N/C(=C/c2cccn2-c2ccccc2)C(=O)N1Cc1ccccc1F | 9.1 | 99.5 | -8.1 | -6.8 | -1.9 | -1.4 | 0.3 | -2.3 | -11.8 | 4.4
C=CCN(c1ccccc1OC)S(=O)(=O)c1ccc(Cl)c(C(=O)Nc2ccc(N3CCOCC3)cc2)c1 | 12.3 | 99.5 | -0.8 | -16.8 | 6.5 | -0.7 | -1.2 | 1.6 | 15.7 | -5.7
Cc1c(NC(=O)c2cc(-c3ccc(O)cc3)on2)c(=O)n(-c2ccccc2)n1C | 2.2 | 100.7 | -1.2 | -4.0 | 15.5 | -0.3 | -2.8 | 1.4 | 4.8 | -1.7
CCCCOc1ccc(C2C(C(=O)c3ccc(C)o3)=C(O)C(=O)N2CC2CCCO2)cc1 (stereo not drawn) | 4.1 | 102.8 | -9.9 | 1.5 | -5.1 | 5.3 | 1.0 | 9.6 | -49.9 | 2.7
Cc1ccc(-c2nn(CCC(N)=O)c(=O)c3ccccc23)cc1 | -5.3 | 123.7 | -1.8 | 7.7 | 10.3 | -4.6 | -2.3 | -2.3 | 2.0 | -0.6
Cc1ccccc1NC(=O)CSc1nc(Nc2ccccc2)nc(N2CCOCC2)n1 | -1.9 | 93.1 | 1.6 | -19.0 | -13.3 | 2.7 | 2.7 | -1.7 | 6.0 | -2.7
CC(=O)c1cccc(NC(=O)COC(=O)COc2c(Cl)cc(Cl)c3ccc(C)nc23)c1 | -6.7 | 98.3 | -13.5 | 15.3 | -18.7 | -4.1 | 2.8 | -1.3 | -9.0 | 5.3

Single records (already shown). Screens in order: Arr AP2 block, Pemphigus Ab inh, PKA-R2B act, PKA-R1A act, MOR-DOR inv ag, V-ATPase pHluor, MOR-DOR ag, DAGLB inhibitor, HTR5A inv ctr, HTR5A ag
`COc1ccc(NC(=O)CSc2nnc(-c3cccs3)n2Cc2ccco2)cc1OC` across the screens: 6.7, 98.9, -5.2, -14.2, 13.6, -1.7, -2.6, -1.7, -11.1, 3.4
`CC1(C)CC(=O)C(C(=S)Nc2ccccc2)=C(NCCN2CCOCC2)C1` across the screens: -1.8, 99.7, -3.4, -4.2, 17.9, -0.1, -3.6, 0.2, 16.7, 0.1
`CCOc1cccc2c1OC1(C)CC2NC(=O)N1c1cccc(C(=O)N2CCN(c3ccccn3)CC2)c1` (stereo not drawn) across the screens: -12.6, 102.2, 0.8, 7.0, 14.1, 2.9, -2.7, 2.2, 11.1, 1.7
